SRC3 TRFRET art = TR-FRET detection interference compounds, artefact control for PPARgamma SRC-3 recruitment agonists, biochemical, TR-FRET ratio | TR-FRET ratio at 8 µM | hit rate 0.39% among 99,000 | TR-FRET artefact counter-screen, PPARgamma/SRC-3 format; stronger effect = higher value; in the data active means TR-FRET ratio above about 2000; further: inactives centre near 1600
SRC1 TRFRET art = TR-FRET detection interference compounds, primary screen, artefact control for PPARgamma SRC-1 recruitment agonists, biochemical, TR-FRET emission ratio; TR-FRET ratio at 8 µM; TR-FRET detection artefact counter-screen; stronger effect = higher value; hit rate 0.34% among 99,000; in the data active means TR-FRET ratio above about 2300; further: inactives centre near 1800
Starred values were filed as active, the others as inactive. An excerpt. The share of hits here may be higher or lower than overall.

Results follow in this order: SRC3 TRFRET art | SRC1 TRFRET art
#1 CCOC(=O)NC(=O)CSc1ccc2ccccc2n1
    1477 | 1561
#2 CN(C)S(=O)(=O)c1cccc(NC(=O)CN2C(=O)C3C4C=CC(C4)C3C2=O)c1 (centres undefined)
    1491 | 1999
#3 CCN(CC)CCCC(C)NC(=O)c1cc(=O)c2ccccc2o1 (centres undefined)
    1432 | 1631
#4 Cc1ccc(CCNS(=O)(=O)c2cnc[nH]2)cc1
    1911 | 1742
#5 CC(C)(C)NC(=O)CSc1nnc(Cc2ccccc2)n1CC1CCCO1 (centres undefined)
    1643 | 1781
#6 CCOC(=O)CCC(NC(=O)CCCCCCCC(=O)NC(CCC(=O)OCC)C(=O)OCC)C(=O)OCC (centres undefined)
    1584 | 1639
#7 O=C(COC(=O)c1cccc(F)c1)NC1CC1
    1455 | 1551
#8 CCO[C@@H]1OC(C(=O)N2CCN(Cc3ccccc3)CC2)=C[C@H](c2cn(C(C)=O)c3ccccc23)[C@H]1CCCO
    1553 | 1898
#9 C/C(=N\NC(=S)NCc1ccccc1)c1ccc(Br)cc1
    1450 | 1791
#10 COc1ccc(CC2(CO)CCN(CC3=Cc4cc(Cl)ccc4OC3)CC2)cc1
    1429 | 1638
#11 O=C(COC(=O)c1ccc(S(=O)(=O)N2CCCC2)cc1)Nc1ccc(F)cc1F
    1594 | 1758
#12 Fc1cccc(Cc2noc(CN3CCCCC3CCc3ccccn3)n2)c1 (centres undefined)
    1616 | 1714
#13 Clc1ccc(/C=C/c2ncc3ccccn23)cc1
    1765 | 2312
#14 Cn1c(SCC(=O)N2CCN(C(=O)c3ccco3)CC2)nnc1-c1ccc(NS(C)(=O)=O)cc1
    1541 | 1770
#15 CCOC(=O)c1nc(NCc2cccc(OC)c2)c2ccccc2n1
    1488 | 1940
#16 CN(C(=O)COC(=O)c1ccc(=O)n(Cc2ccccc2)n1)c1ccccc1
    1542 | 1923
#17 CCN(CC)c1c([N+](=O)[O-])c(=O)sc2ccccc12
    1566 | 1709
#18 COc1cccc(-c2nc(CS(=O)(=O)CC(=O)NCc3ccccc3)c(C)o2)c1
    1478 | 1626
#19 Cc1ccc(-n2nnnc2CN2CCCCC2)cc1
    1541 | 1769
#20 O=C(NCc1n[nH]c(=S)n1-c1ccccc1)c1ccc(S(=O)(=O)N2CCCCC2)cc1
    1329 | 1747
#21 COc1ccc2c(c1OC)C(=O)N(c1ccc(C)cc1)C2=O
    1546 | 1986
#22 COc1ccc(-c2nnc(NC(=O)CSc3ccc(C)cc3)s2)cc1OC
    1620 | 1668
#23 CNC(=O)C(=O)N/N=C/c1ccc(Br)cc1
    1746 | 1863
#24 COc1ccc(-n2c(C)cc(C(=O)COC(=O)c3cc(NC(=O)c4cccs4)c(OC)c(OC)c3)c2C)cc1
    1664 | 1994
#25 Cc1cc2cc(CNC(=O)Cc3ccc([N+](=O)[O-])cc3)ccc2n1C
    1765 | 1635
#26 CCOC(=O)c1ccc(NS(=O)(=O)c2cnc[nH]2)cc1
    1724 | 1840
#27 Cc1cc(C)n(-c2ccc(C(=O)OCC(=O)NC(c3ccccc3)c3ccccc3)cc2)n1
    1828 | 1813
#28 OCC#Cc1ncc(C(F)(F)F)cc1Cl
    1602 | 1695
#29 Cc1cccc(C)c1Nc1c(-c2ccsc2)nc2ncccn12
    1735 | 1732
#30 O=C1c2cc([N+](=O)[O-])cc3cc([N+](=O)[O-])cc(c23)C(=O)N1c1ccccn1
    1417 | 1865
#31 Cc1ccc(C(=O)NC(C)c2ccc3c(c2)OCO3)s1 (centres undefined)
    1621 | 1936
#32 CCOc1ccccc1Nc1ccc(C(=O)O)cc1[N+](=O)[O-]
    1597 | 1822
#33 O=c1cc(/C=C/c2c(F)cccc2Cl)[nH]c2ccccc12
    1517 | 1600
#34 COc1ccc(N2C(=O)N(Cc3ccccc3F)c3ccccc3S2(=O)=O)cc1
    1512 | 1648
#35 Nc1nonc1C(=O)NCCNc1ccc([N+](=O)[O-])cn1
    1829 | 1789
#36 CCOC(=O)NC(NC(=S)Nc1ccc(OC)cc1)C(Cl)(Cl)Cl (centres undefined)
    1593 | 1661
#37 CCCCCCCCCCS(=O)(=O)N/N=C/c1ccccc1OC
    1822 | 1496
#38 CCNC(=O)/C(=C\C=C\c1ccccc1)NC(=O)c1ccc(Br)o1
    1636 | 1854
#39 COc1cccc(CN(C)C(=S)Nc2ccc(C)c(C)c2)c1
    1635 | 1858
#40 O=C1NC(c2ccccc2)=NC1(NS(=O)(=O)c1ccc(Cl)cc1)C(F)(F)F (centres undefined)
    1409 | 1679
#41 COc1ccc(CN2CCNC(=O)C2CC(=O)N2CCc3ccccc3C2)c(OC)c1 (centres undefined)
    1498 | 1629
#42 CCc1ccc(NC(=O)C(C)OC(=O)/C=C/c2cccc([N+](=O)[O-])c2)cc1 (centres undefined)
    1484 | 1911
#43 CC(O/N=C\c1ccccc1O)C(=O)Nc1ccccc1C(=O)N1CCOCC1 (centres undefined)
    1676 | 1880
#44 CC1CN(C(=O)c2ccc(COc3ccccc3Br)o2)CC(C)O1 (centres undefined)
    1536 | 1896
#45 Cc1cc(NC(=O)CCC(=O)N(Cc2ccco2)C(C(=O)NC2CCCCC2)c2cccs2)no1 (centres undefined)
    1448 | 1856
#46 O=C(CSc1ccsc1[N+](=O)[O-])NCc1ccco1
    1572 | 1687
#47 CCN1c2ccccc2N(C)C1(C)c1ccccc1 (centres undefined)
    1843 | 2067
#48 COc1ccc(CC(=O)NC(=S)NNC(=O)COc2c(C)cccc2C)cc1
    1739 | 1831
#49 Cc1sc(NC(=O)COc2ccccc2)c(C#N)c1-c1ccccc1
    1673 | 1861
#50 O=C(CN(Cc1ccccc1)S(=O)(=O)c1ccccc1)N/N=C/c1ccccc1C(=O)O
    1672 | 1600
#51 CN(Cc1ccccn1)C(=O)CC1C(=O)NCCN1Cc1cccc(Oc2ccccc2)c1 (centres undefined)
    1331 | 1629
#52 O=C(O)/C=C\c1ccccc1Oc1cccc(Cl)c1
    1509 | 1543
#53 CCOc1ccc(NC(=O)CSc2nnc(Cn3cnc([N+](=O)[O-])n3)n2CC)cc1
    1729 | 1794
#54 NS(=O)(=O)c1ccc(-n2cccc2C=O)cc1
    1481 | 1673
#55 CCOc1ccc(NC(=S)NCCCn2ccnc2)cc1
    1259 | 1831
#56 Nc1ncc(-n2cncn2)c(-c2ccccc2)n1
    1555 | 1556
#57 O=C1NN(c2ccc(F)cc2)C(=O)/C1=C\c1cnn(-c2ccccc2)c1
    1498 | 1796
#58 Cc1ccc(OCCOCCN2CCCCC2)c([N+](=O)[O-])c1
    1598 | 1830
#59 CCOC(=O)c1cccc(S(=O)(=O)N2CCOCC2)c1
    1447 | 1592
#60 Cc1nn(C(C)C(=O)NC2C(=O)N3C(C(=O)O)=C(CSc4nnnn4C)CSC23)cc1Cl (centres undefined)
    1510 | 1703

Further compounds follow:
Results follow in this order: SRC3 TRFRET art | SRC1 TRFRET art
#61 CCOC(=O)N/N=C/c1ccc(F)cc1F
    1537 | 1968
#62 Cc1[nH]nc2c1C(c1cc(Br)cs1)C(C#N)=C(N)O2 (centres undefined)
    1732 | 1873
#63 CC(C)(C)NC(=O)C(c1ccc(F)cc1)N(Cc1cccs1)C(=O)c1ccc(CN2CCOCC2)o1 (centres undefined)
    1603 | 1532
#64 CCN(CC)S(=O)(=O)c1cccc(-c2n[nH]c(=S)n2/N=C/c2ccc(OC(F)F)cc2)c1
    1697 | 2018
#65 COc1cc2ccnc(Cc3cccc(OC)c3OC)c2cc1OC
    1610 | 1682
#66 CCC(C)c1ccc(NC(=S)NC(C)C2CCCO2)cc1 (centres undefined)
    1414 | 1792
#67 COc1cccc(C(=O)O/N=C(\C)c2cnccn2)c1
    1428 | 1641
#68 CC1Cc2ccccc2N1C(=O)CSc1nnc(-c2ccc(S(=O)(=O)N3CCCC3)cc2)n1C (centres undefined)
    1611 | 1690
#69 COc1ccc(-c2csc(Nc3ccccc3)[n+]2Cc2ccccc2)cc1
    1468 | 1828
#70 Cc1ccccc1NC(=S)N(Cc1ccccn1)Cc1ccccc1Cl
    1702 | 1878
#71 O=C1CCC(=O)N1CC(=O)N1c2ccccc2Sc2ccccc21
    1759 | 2067
#72 O=C(Cc1ccccc1)NC(c1ccco1)c1c(O)ccc2ccccc12 (centres undefined)
    1541 | 1629
#73 COc1cc(-n2c(=O)c3ccccc3n(Cc3cccc(C)c3)c2=O)cc(OC)c1OC
    1755 | 1785
#74 Cc1nn(-c2ccccc2)c(C)c1/C=C/C(=O)OCC(=O)Nc1ncc(Cl)cc1Cl
    1613 | 1624
#75 CC1(C)CC(=O)C(C=Nc2cc(C(=O)c3ccccc3)ccc2N)=C(O)C1
    1716 | 1857

Entries by screen from the entries so far.
SRC1 TRFRET art for entries 63 to 73, in order: 1532, 2018, 1682, 1792, 1641, 1690, 1828, 1878, 2067, 1629, 1785
SRC3 TRFRET art for entries 63 to 73, in order: 1603, 1697, 1610, 1414, 1428, 1611, 1468, 1702, 1759, 1541, 1755

More records:
Results follow in this order: SRC3 TRFRET art | SRC1 TRFRET art
#76 O=[N+]([O-])c1cc(C(F)(F)F)ccc1N1CCCC(O)C1 (centres undefined)
    1518 | 2141
#77 COc1ccc(S(=O)(=O)N2CCCCC2)cc1NC(=O)Cc1c[nH]c2ccccc12
    1864 | 1964
#78 Cc1ccc(Nc2nnc(C)c(=O)[nH]2)cc1
    1528 | 1698
#79 C(=N\N1CCN(Cc2ccccc2)CC1)/c1ccc(-c2ccccc2)cc1
    1651 | 1810
#80 O=C(c1ccc(N2C(=O)C3C4c5ccccc5C(c5ccccc54)C3C2=O)cc1)N1CCOCC1 (centres undefined)
    1462 | 1923
#81 Cc1sc2ccc3sccc3c2[n+]1C
    1705 | 1804
#82 COc1ccc(CC(=O)Nc2ccc(C(C)=O)cc2)cc1
    1550 | 1433
#83 CN(C(=O)CSc1nc2cc([N+](=O)[O-])ccc2n1-c1ccc(F)cc1)C1CCS(=O)(=O)C1 (centres undefined)
    1363 | 1879
#84 Cc1cccc(NC(=S)NC(=O)CC2CC(C)(C)OC2=O)c1 (centres undefined)
    1739 | 1991
#85 COC(=O)C1C(=O)C=C(Nc2ccc(F)cc2)CC1c1ccc(OC)cc1 (centres undefined)
    1657 | 1827
#86 C/C(=N/NC(=O)CNC(=O)c1ccccc1)c1ccc(C)cc1
    1623 | 1757
#87 CCOC(=O)CSc1nc2ccc(N3CCOCC3)cc2c(=O)n1Cc1ccc2c(c1)OCO2
    1332 | 1727
#88 Cc1cc(=O)[nH]c2cc(Cl)ccc12
    1524 | 1749
#89 CCOC(=O)N1CCN(CCC(=O)Nc2cc(C)ccc2OC)CC1
    1505 | 1665
#90 c1ccc(-c2ccccc2OCCCCN2CCCCCC2)cc1
    1746 | 2111

Among those listed so far, two contain a cyano group.
Results follow in this order: SRC3 TRFRET art | SRC1 TRFRET art
#49 Cc1sc(NC(=O)COc2ccccc2)c(C#N)c1-c1ccccc1
    1673 | 1861
#62 Cc1[nH]nc2c1C(c1cc(Br)cs1)C(C#N)=C(N)O2 (centres undefined)
    1732 | 1873

Other structures follow:
Results follow in this order: SRC3 TRFRET art | SRC1 TRFRET art
#91 Cc1nn(-c2ccccc2)c(C)c1CN
    1548 | 1783
#92 CC(NC(=O)CC1SC(N)=NC1=O)c1ccccc1 (centres undefined)
    1522 | 1742
#93 CCOC(=O)c1cn(CC(=O)Nc2cccc(Cl)c2)nn1
    1412 | 1525
#94 O=C(NC1Cc2ccccc2C1)c1cc(COc2ccc(F)cc2Cl)on1
    1566 | 1780
#95 COc1ccc(NC(=O)COc2nc3ccccc3nc2N2CCOCC2)c(OC)c1
    1468 | 1628
#96 O=C1N/C(=C/c2ccc(N3CCOCC3)o2)C(=O)N1c1cccc(Cl)c1
    1695 | 1744
#97 CCCc1c(O)nc(SC2CC(=O)N(c3cc(OC)ccc3OC)C2=O)[nH]c1=O (centres undefined)
    1586 | 1857
#98 Nc1c(Cl)cnc(C(Cl)(Cl)Cl)c1Cl
    1402 | 1665
#99 Cc1ccc(CNC(=O)CCCC(=O)Nc2cc(C)on2)cc1
    1640 | 1568
#100 O=C1CC(c2ccccc2)CC(O)=C1C=Nc1ccc(O)cc1 (centres undefined)
    1590 | 1563
#101 COc1ccc(CC(=O)NNc2ncnc3c2cnn3C)cc1OC
    1597 | 1807
#102 COC(=O)C(C(=O)OC)c1ccc(NC(=O)c2cccc(Cl)c2)cc1
    1659 | 1834
#103 CCOc1ccc(-c2cc(C(=O)NN)[nH]n2)cc1
    1466 | 1762
#104 CCc1ccc(NC(=S)NCC2CCCN2CC)cc1 (centres undefined)
    1866 | 1680
#105 O=C1CSC(c2ccc(F)cc2)N1c1nc2ccccc2s1 (centres undefined)
    1422 | 1835
#106 CCOC(=O)c1sc2nc(SCC(=O)NCc3ccco3)n(Cc3ccccc3)c(=O)c2c1C
    1569 | 1847
#107 CN(C)N1C(=O)CC(NNC(=O)c2ccncc2)C1=O (centres undefined)
    1479 | 1538
#108 O=C(O)CC(SCC(=O)Nc1ccccc1)C(=O)O (centres undefined)
    1433 | 1607
#109 O=C(COC(=O)/C=C/c1cccc([N+](=O)[O-])c1)NCC1CCCO1 (centres undefined)
    1747 | 1756
#110 Cc1c(C(=O)NCc2cccnc2)oc2ccc(S(=O)(=O)N3CC(C)CC(C)C3)cc12 (centres undefined)
    1545 | 2039

2 compounds picked at random from the list so far, as already listed:
Results follow in this order: SRC3 TRFRET art | SRC1 TRFRET art
#108 O=C(O)CC(SCC(=O)Nc1ccccc1)C(=O)O (centres undefined)
    1433 | 1607
#109 O=C(COC(=O)/C=C/c1cccc([N+](=O)[O-])c1)NCC1CCCO1 (centres undefined)
    1747 | 1756

Compound profiles, from the list above:
CCN(CC)CCCC(C)NC(=O)c1cc(=O)c2ccccc2o1 (centres undefined) across the screens: SRC3 TRFRET art: 1432; SRC1 TRFRET art: 1631
COc1cc2ccnc(Cc3cccc(OC)c3OC)c2cc1OC across the screens: SRC3 TRFRET art: 1610; SRC1 TRFRET art: 1682
